Bioassay records as filed in PubChem.
ADAM10 inh: human ADAM10 inhibitors, primary screen, biochemical, QFRET, HTS. Disintegrin and metalloproteinase domain-containing protein 10 (Homo sapiens), O14672. recombinant ADAM10, EDANS/DABCYL FRET peptide cleavage, 3 h. inhibition, % at 7 µM. actives 0.62% (n = 370,000);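 active = inhibition above a per-campaign cutoff equal to the mean of compounds falling between control-based bounds plus 3 SD, cut at about 20% in these data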;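 also: 0% = DMSO wells while the 100% control is not disclosed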
GAA850 FXN act: FXN promoter activators, primary screen, cell-based, luciferase luminescence, HEK293 lucGAA850 | activation, % at 6 µM | actives 0.56% (n = 360,000) | HEK293 lucGAA850 FXN promoter luciferase reporter, 24 h; percent of 10 µM SAHA response;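 active = activation above the average of all compounds screened plus 3 SD, cutoff fixed separately per campaign, cut at about 7.5% in these data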;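 also: 0% = DMSO wells and 100% = 10 µM SAHA wells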
NPR1 activator: GC-A stimulated cGMP production enhancers – HEK293 GC-A cells, cGMP TR-FRET, EC30 ANP, primary screen | AID 1671463, 2021 | activation, % at 10 µM | 0% at EC30 ANP, 100% saturating ANP | actives 0.14% (n = 370,000); in the data active = activation above about 40%
NPR2 activator: human GC-B receptor activators, primary screen, HEK293 GC-B cells, cGMP TR-FRET, EC30 CNP; AID 1920062, 2024; actives 0.11% (n = 370,000); 0% at EC30 CNP, 100% saturating CNP; activation, % at 10 µM;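 active = activation at 10 µM reaching about 35% in either raw or pattern-adjusted values, limit read from the data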
Target sequence (P20594 whole entry, looked up): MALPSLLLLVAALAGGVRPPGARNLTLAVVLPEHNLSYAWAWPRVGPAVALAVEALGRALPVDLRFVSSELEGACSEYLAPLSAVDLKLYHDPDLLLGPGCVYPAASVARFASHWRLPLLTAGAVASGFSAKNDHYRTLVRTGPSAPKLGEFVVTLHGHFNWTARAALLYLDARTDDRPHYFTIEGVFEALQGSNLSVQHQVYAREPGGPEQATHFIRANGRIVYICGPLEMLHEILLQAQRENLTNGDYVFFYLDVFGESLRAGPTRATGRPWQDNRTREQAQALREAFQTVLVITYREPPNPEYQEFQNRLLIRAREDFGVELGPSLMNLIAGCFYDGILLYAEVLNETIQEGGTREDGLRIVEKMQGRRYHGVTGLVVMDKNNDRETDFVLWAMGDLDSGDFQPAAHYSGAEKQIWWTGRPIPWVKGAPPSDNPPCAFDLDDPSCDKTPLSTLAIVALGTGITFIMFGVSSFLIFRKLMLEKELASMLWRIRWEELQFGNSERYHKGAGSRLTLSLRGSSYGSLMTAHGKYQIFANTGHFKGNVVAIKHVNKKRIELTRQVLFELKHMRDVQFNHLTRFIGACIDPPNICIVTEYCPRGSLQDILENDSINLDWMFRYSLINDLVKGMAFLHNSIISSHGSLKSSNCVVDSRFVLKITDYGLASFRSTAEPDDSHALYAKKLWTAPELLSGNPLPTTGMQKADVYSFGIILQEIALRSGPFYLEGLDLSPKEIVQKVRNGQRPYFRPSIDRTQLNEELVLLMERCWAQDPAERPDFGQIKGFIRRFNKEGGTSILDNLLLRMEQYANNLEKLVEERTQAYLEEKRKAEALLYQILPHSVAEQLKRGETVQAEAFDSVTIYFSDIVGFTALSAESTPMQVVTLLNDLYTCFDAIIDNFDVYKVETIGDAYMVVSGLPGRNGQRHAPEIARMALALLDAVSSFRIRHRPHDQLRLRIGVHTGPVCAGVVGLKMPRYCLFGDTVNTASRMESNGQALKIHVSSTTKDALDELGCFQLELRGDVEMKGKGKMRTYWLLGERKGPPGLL
DAX1 inh-1: DAX1 (NR0B1) inhibitors, primary screen, cell-based, HEK293, Gal4-DAX1, luciferase luminescence; Nuclear receptor subfamily 0 group B member 1 (Homo sapiens), P51843; actives 0.99% (n = 340,000); inhibition, % at 6.75 µM; HEK293 Gal4-DAX1 luciferase reporter; AID 504766, 2011;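 active = inhibition above the mean over all tested compounds plus 3 SD, cut at about 4.2% in these data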;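 also: 0% = DAX1-transfected cells with DMSO and 100% = empty-vector control cells with DMSO; inhibition shows as a rise in luminescence from relieved DAX1 repression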
DAX1 inh-2: DAX1 (NR0B1) inhibitors on StAR promoter, primary screen, cell-based, luminescence, SF-1 (NR5A1), full-length DAX-1; HEK293T StAR-luciferase reporter, SF-1/DAX-1 repression relief; inhibition, % at 6.8 µM; actives 1.1% (n = 370,000); AID 652010, 2013;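 active = inhibition above the mean over all tested compounds plus 3 SD, cut at about 3.6% in these data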;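 also: 0% = DAX-1 cells with DMSO and 100% = cells lacking DAX-1 with DMSO; higher inhibition means more luminescence from relief of DAX-1 repression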
ssDAF12 agonist: S. stercoralis DAF-12 nuclear receptor activators, primary screen, cell-based, luminescence, HEK293, GRIP1 co-expression, lit1-tk-luc; Nuclear hormone receptor DAF-12 (Strongyloides stercoralis); HEK293 ssDAF-12/GRIP1 lit1-tk-luc reporter; % of 3 µM dafachronic acid response; activation, % at 6.8 µM; actives 1% (n = 370,000);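 active = activation above the mean over all tested compounds plus 3 SD, cut at about 0.9% in these data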;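 also: 0% = DMSO-only wells and 100% = 3 µM delta7-dafachronic acid wells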
SMARCA2 act: SMARCA2 (BRM) function activators, primary screen, cell-based, luminescence, high throughput | MG213 cells, MMTV-luciferase reporter, dexamethasone, overnight | activation, % at 9.1 µM | actives 1% (n = 370,000); in the data active = activation above about 7.8%;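 also: 0% = vehicle wells and 100% = reference activator wells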
hcDAF12 agonist: H. contortus DAF-12 nuclear receptor activators, primary screen, cell-based, luminescence, HEK293, lit1-tk-luc reporter. HEK293 hcDAF-12 lit1-tk-luc reporter; 0% DMSO, 100% Δ7-dafachronic acid. activation, % at 6.8 µM. actives 1.4% (n = 370,000). AID 652067, 2013;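 active = activation above the mean of all tested compounds plus 3 SD, cut at about 5.5% in these data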;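 also: 100% = response to 3 µM Δ7-dafachronic acid high control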
HGIII-sPLA2 inh: human group III sPLA2 inhibitors, primary screen, biochemical, QFRET, BODIPY PC-A2 liposome substrate. inhibition, % at 12.2 µM. actives 0.56% (n = 370,000). QFRET BODIPY PC-A2 liposome hydrolysis, fluorescence. Group 3 secretory phospholipase A2 (Homo sapiens), Q9NZ20;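 active = inhibition above mean plus 3 SD of compounds lying within the high and low control bounds, cut at about 19% in these data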;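 also: 0% = median of test compound wells and 100% = no enzyme DMSO wells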
hgDAF-12 ag: H. glycines DAF-12 receptor agonists, primary screen, cell-based, luminescence, HEK293, GAL4 fusion, UAS-luciferase; Nuclear hormone receptor DAF-12 (Heterodera glycines), GAL4 fusion; HEK293 GAL4-hgDAF12 UAS-luciferase reporter, agonist luminescence; normalized to butyrate control; activation, % at 6.8 µM; actives 1.8% (n = 370,000); AID 687014, 2013;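 active = activation above a cutoff set at the mean of all screened compounds plus 3 SD, cut at about 10% in these data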;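 also: 0% = DMSO wells and 100% = sodium butyrate wells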
The depositor's hits bear a star; / = no result given. Rows are unselected; any-hit rate near 6.6%.

Each structure is followed by: ADAM10 inh, hcDAF12 agonist, DAX1 inh-2, ssDAF12 agonist, GAA850 FXN act, DAX1 inh-1, HGIII-sPLA2 inh, hgDAF-12 ag, NPR2 activator, NPR1 activator, SMARCA2 act
CCOC(=O)C1CCCN(C(=O)c2[nH]c3ccc(OC)cc3c2C)C1 (configuration not stated)
 : -29, -1.1, -0.3, -0.9, -1.6, -0.6, -1, -1.6, -2, 2, -2
Cc1ccc2[nH]c3c(c2c1)CN(C(=O)CN1CCCc2ccccc21)CC3
 : -18, 1.5, -0.5, 0.1, 0.8, 0.7, -19, 1.9, /, /, -2
O=C(CSc1nnc(SCc2ccccc2Cl)s1)N/N=C/c1ccc(C(=O)O)cc1
 : 12, -0.5, 0.5, -1.2, -3.0, 1.2, -11, -3.6, 3, 3, 4
COc1ccccc1N1CCN(CC(=O)Nc2cc(C)nn2-c2nc(C)cc(C)n2)CC1
 : -7, -1.6, 1.2, -1.6, -6.2, 0.1, 7, 0.3, -3, -3, -2
CCc1ccccc1N(CC(=O)O)S(C)(=O)=O
 : 0, -2.1, 0.6, -0.9, -1.5, 0.0, 5, 0.5, 5, 3, -4
Cc1nc(-c2ccncc2)nc(NCCNc2ncccc2C(F)(F)F)c1Cl
 : 12, 0.2, 0.4, -0.7, -0.5, 0.1, 8, -2.3, -9, -7, -4
Cc1nc(-c2ccc(Cl)cc2)sc1C1(C)CC(c2ccccc2F)=NO1 (configuration not stated)
 : -8, 0.8, 0.1, -0.1, 2.2, 1.0, -1, 4.3, 3, 3, 3
C[C@]12CC[C@H](OC(=O)CCC(=O)O)CC1=CCC1C2CC[C@@]2(C)C1CC[C@@H]2N (some centres not stated)
 : -2, 0.2, 0.8, -0.3, 2.2, -0.3, 12, 1.2, 1, 1, 0
O=C(COC(=O)c1ccccn1)Nc1ccc2c(c1)OCO2
 : -2, -0.6, 0.3, -1.0, -1.4, 3.6, 1, 0.5, -1, 1, 3
COc1ccc(-n2nnnc2SCC(=O)NC2CC2)cc1
 : -7, -0.1, 0.6, -0.7, -0.2, 0.6, 2, 1.5, -4, 1, 1
CCOC(=O)N[C@H](C(=O)N1CCC[C@H]1C(=O)NC1CCCC1)C1CCCCC1
 : 1, -2.3, 0.3, -1.5, /, /, 6, -0.3, -5, 1, -2
CC1CCCCN1Cc1ccc(-c2nnn(CC(=O)NC3CCCCC3)n2)cc1 (configuration not stated)
 : -1, 0.2, 0.3, -1.0, 5.2, -1.2, -6, -0.2, 5, 3, 1
c1cc2cc(-c3c(-c4ccc5c(c4)OCO5)noc3-c3ccsc3)ccc2[nH]1
 : 15, -0.3, 0.8, -0.7, 0.9, 1.1, 3, 6.5, 1, 0, 4
COc1ccccc1/C=N/NC(=S)NCc1ccco1
 : -13, 0.0, -0.6, -0.7, -0.1, -1.5, 17, 0.0, 1, -1, -6
Cc1cc(C(=O)N(C)C2CCCCC2)no1
 : 6, -1.1, 0.9, -1.1, 1.1, 0.7, 8, 0.8, 4, 2, -1
CC(C)Oc1cccc(C(=O)C2CCCN(Cc3cnn(C(C)C)c3)C2)c1 (configuration not stated)
 : -16, 0.5, 0.5, 0.1, 2.1, -0.9, -8, 2.0, 1, -2, -1
COC(=O)C1CN(Cc2ccccc2)CCS(=O)(=O)N1Cc1ccccc1F (configuration not stated)
 : 2, 0.1, 0.0, -1.0, /, /, -1, -0.2, -1, -7, -2
CCOc1ccc(CCNC(=O)COC(=O)COc2ccc(Cl)cc2)cc1OCC
 : -2, -1.7, 3.8*, -1.2, 1.0, 1.5, 7, -2.5, 1, 5, -1
O=C(CCc1nc2ccccc2[nH]1)Nc1ccccc1F
 : 5, -1.9, 0.1, -1.4, -2.1, 1.7, 1, -2.8, -4, -2, 1
COc1ccc(/C(C)=N/NC(=O)OC(C)(C)C)cc1[N+](=O)[O-]
 : -12, 0.1, -0.2, -0.5, -0.3, 1.5, 16, 5.3, 3, 1, 2
COc1ccc(Cl)cc1Cn1c(C)c(C(=O)N(C)Cc2ccc(F)cc2)sc1=O
 : 8, -0.9, -0.7, -1.5, -3.6, /, -7, -3.5, -16, -10, -1
COc1ccccc1C(C)NC(=O)c1cc(S(=O)(=O)N2CCCCC2)ccc1C (configuration not stated)
 : -11, 0.1, 0.2, -1.0, 0.9, -0.7, 10, 0.2, 1, -3, -1
COc1ccc2c(-c3ccccc3)cc(SCC(=O)N(C)C3CCS(=O)(=O)C3)nc2c1 (configuration not stated)
 : -106, -1.8, -1.6, -2.0, 1.1, -0.5, -21, -1.7, 2, -8, 0
c1ccc(-c2noc(-c3ccncc3)n2)nc1
 : -11, 2.7, 3.8*, -0.7, 4.2, 0.9, 9, 8.4, 1, -1, -1
COc1ccc(S(=O)(=O)N(CC(=O)NC(C)C)Cc2ccccc2)cc1
 : 8, -1.0, 0.3, -1.5, 0.6, 0.3, -3, -1.4, 0, -8, -1
CCn1c(=O)n(CC)c2cc(N3CCCC3)c(NC(=O)c3cc(Br)ccc3OC)cc21
 : 10, 3.0, -0.2, -1.0, /, /, 7, 1.2, -5, -7, 1
COc1ccc(N=[N+]([O-])c2ccc(OC)cc2)cc1
 : -12, 5.3, 7.9*, 0.9, 2.6, 1.3, 13, 9.1, 3, 14, 1
COc1ccc(NC(C)C(=O)N/N=C/c2ccccc2OCc2cccc(Br)c2)cc1 (configuration not stated)
 : 21*, -2.1, -0.6, -1.3, 2.3, -0.6, 13, -4.1, -7, -5, -6
CN1C(=O)[C@@]2(O[C@H]3[C@H]4C=C[C@@H]([C@H]5C(=O)N(Cc6ccccc6)C(=O)[C@@H]45)N3C3=C2C(=O)CC3)c2ccccc21
 : -2, -1.5, -0.7, -0.8, /, /, 7, 0.3, 2, 5, -8
COc1cc(CNC(C)C23CC4CC(CC(C4)C2)C3)cc(OC)c1OC (configuration not stated)
 : -4, -1.2, -0.1, -1.0, -1.7, -0.9, -13, 0.9, -1, -9, -5

2 records picked at random from those above:
Each structure is followed by: ADAM10 inh, hcDAF12 agonist, DAX1 inh-2, ssDAF12 agonist, GAA850 FXN act, DAX1 inh-1, HGIII-sPLA2 inh, hgDAF-12 ag, NPR2 activator, NPR1 activator, SMARCA2 act
COc1ccc(/C(C)=N/NC(=O)OC(C)(C)C)cc1[N+](=O)[O-]
 : -12, 0.1, -0.2, -0.5, -0.3, 1.5, 16, 5.3, 3, 1, 2
COc1ccc(N=[N+]([O-])c2ccc(OC)cc2)cc1
 : -12, 5.3, 7.9*, 0.9, 2.6, 1.3, 13, 9.1, 3, 14, 1

The listing picks up; the two compounds before the break are reprinted first.
Each structure is followed by: ADAM10 inh, hcDAF12 agonist, DAX1 inh-2, ssDAF12 agonist, GAA850 FXN act, DAX1 inh-1, HGIII-sPLA2 inh, hgDAF-12 ag, NPR2 activator, NPR1 activator, SMARCA2 act
CN1C(=O)[C@@]2(O[C@H]3[C@H]4C=C[C@@H]([C@H]5C(=O)N(Cc6ccccc6)C(=O)[C@@H]45)N3C3=C2C(=O)CC3)c2ccccc21
 : -2, -1.5, -0.7, -0.8, /, /, 7, 0.3, 2, 5, -8
COc1cc(CNC(C)C23CC4CC(CC(C4)C2)C3)cc(OC)c1OC (configuration not stated)
 : -4, -1.2, -0.1, -1.0, -1.7, -0.9, -13, 0.9, -1, -9, -5
CCNc1nc(NCC)n2c(SC(C(=O)Nc3cc(Cl)cc(Cl)c3)c3ccccc3)nnc2n1 (configuration not stated)
 : -3, -3.2, -1.2, -1.8, -1.9, 2.2, 2, -4.0, -13, -23, -4
O=C1CC(Sc2ncccc2C(=O)O)C(=O)N1 (configuration not stated)
 : 14, 0.7, 0.7, -1.1, 1.6, -0.3, 2, -2.4, 2, 6, -2
COc1ccc(NC(=O)c2cc(-c3ccco3)on2)c(OC)c1
 : 12, 2.1, 0.0, -0.5, -0.2, 1.9, 1, -0.7, -6, -1, -1
CCOC(=O)c1ccc(N(C(=O)c2cnccn2)C(C(=O)NC2CCCCC2)c2cn(C)nc2C)cc1 (configuration not stated)
 : -7, -1.4, -0.4, -1.1, 2.8, 0.5, 2, -1.3, 1, 3, 5
COc1ccccc1-n1c(C)cc(C=O)c1C
 : -1, -0.9, -0.5, -1.4, -0.3, 0.6, 7, -0.1, 4, 1, 0
COc1ccc(C(=O)Nc2nnc(S(=O)(=O)N3CCCCCC3)s2)cc1OC
 : -3, -0.1, 1.0, -1.5, -1.0, 1.2, -5, 0.3, 5, 15, 3
CCCCCN1CCCCC(NC(=O)CSc2ccccc2)C1=O (configuration not stated)
 : 2, -2.3, -0.2, -0.5, /, /, 1, 1.1, 10, 7, 0
CC(=O)N1CCc2cc(S(=O)(=O)CCC(=O)NCCc3ccc(C)cc3)ccc21
 : -8, 1.7, -2.4, -0.8, -0.5, -0.2, 6, -2.1, 1, 1, -4
CCCC1(C(=O)OC)NC(c2ccco2)C2C(=O)N(c3ccc(C)cc3)C(=O)C21 (configuration not stated)
 : -6, -0.5, -0.6, -1.6, -0.4, -0.3, 0, -1.0, 0, 1, -3
CC1=C(C)CC(C(=O)NNC(=O)c2csc(C)c2C)C(C(=O)O)C1 (configuration not stated)
 : 9, 2.2, 0.2, -1.2, -1.7, -0.3, -6, 4.5, 3, 3, 5
Brc1ccc(-c2nc(-c3cccnc3)no2)o1
 : -15, 3.5, -0.3, -0.8, 1.5, 1.8, -1, 8.9, -6, -1, 3
